human PMI inhibition: inhibitors of human PMI, primary screen, biochemical, fluorescence intensity, coupled assay (AID 1209) | purified PMI enzyme, coupled fluorescence intensity; higher % means a stronger effect | inhibition, % at 20 µM, or IC50 in µM where a hit was titrated | hit rate 0.42% among 190,000;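 further: plate controls were DMSO vehicle for no effect and wells lacking substrate for full effect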
TNAP activation fold: human TNAP enzyme activators, primary screen, biochemical, luminescent, no phosphate acceptor, uHTS (AID 1001). purified TNAP, luminescent activation assay, no phosphate acceptor; higher activation fold means a stronger effect. activation fold at 20 µM; hits with a dose series show EC50 in µM. hit rate 0.03% among 200,000; in the data active means activation fold from about 3, or a potency from the dose series; inactive means the rest, 99 in 100 with activation fold below about 1.6; further: many of its hits are not listed in these tables
Myeloid diff 2: compounds promoting myeloid differentiation | ER-HoxA9 myeloid progenitors, lysozyme-GFP differentiation, flow cytometry | calls only at 10 µM | hit rate 1% among 360,000 | AID 624256;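 active means normalized GFP-positive differentiation at or above the plate's own cutoff, the solvent-only control mean plus 3 SD; inconclusive means no clear call, values can overlap the other calls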;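 further: cells exposed to compound for four days before flow analysis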
LYP phosphatase: inhibitors of LYP phosphatase, biochemical, fluorescence intensity, uHTS (AID 1779); one-dose inhibition, % at 11.5 µM; IC50 in µM for titrated hits; hit rate 0.054% among 290,000; recombinant LYP phosphatase, fluorescence intensity; higher % means a stronger effect;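 further: plate controls were vehicle with enzyme for no effect and no enzyme for full effect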
PMI inhibition: MPI inhibition at elevated mannose 6-phosphate – biochemical, fluorescence intensity, high mannose 6-phosphate, primary screen (AID 1220); recombinant PMI enzyme, coupled fluorescence intensity; higher % means a stronger effect; hit rate 0.66% among 190,000; inhibition, % at 20 µM, or IC50 in µM where a hit was titrated
P. falciparum M1AAP: malaria alanyl aminopeptidase activity blockers – biochemical, fluorogenic H-Leu-NHMec substrate, 1536-well (AID 1445). recombinant M1AAP, H-Leu-NHMec fluorogenic kinetic assay; higher % means a stronger effect. inhibition, % at 30 µM; hits with a dose series show IC50 in µM. hit rate 0.42% among 220,000;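 active means primary inhibition above the hit cutoff, then over 50% inhibition at one or more dose response concentrations, cut at about 23% in these data, passing the limit was not always enough; inconclusive means conflicting primary data, or primary hits not chosen for dose response; inactive means low primary inhibition, or under 50% at every dose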;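 further: plate controls were DMSO full reaction for no effect and no enzyme background for full effect; strong numbers were not always called active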
XIAP antagonists: XIAP antagonists, biochemical, IAP family, fluorescence polarization (AID 1018) | XIAP BIR domain, fluorescence polarization peptide displacement; higher % means a stronger effect | hit rate 0.007% among 200,000 | displacement, % at 20 µM; hits with a dose series show IC50 in µM; in the data active means displacement above about 50%; further: a part of the inactive calls stands beside numbers as strong as those of hits
M17LAP inhibition: P. falciparum M17LAP inhibitors, primary screen, biochemical, fluorogenic H-Leu-NHMec substrate, 1536-well (AID 1619); recombinant M17LAP, H-Leu-NHMec fluorogenic kinetic assay; higher % means a stronger effect; inhibition, % at 30 µM, or IC50 in µM where a hit was titrated; hit rate 0.38% among 220,000;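 active means compound inhibiting the enzyme by more than half at any dose during confirmatory dose-response retesting; inconclusive means strong single-dose inhibitors picked by rank but not retested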;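 further: plate controls were full reaction with DMSO carrier for no effect and no enzyme background for full effect; strong numbers were not always called active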
CSM14.1 death rescue: rescue of cells from ER stress-induced death, primary screen, 384-well, CSM14.1, thapsigargin, ATP luminescence (AID 1222). CSM14.1 thapsigargin-induced death rescue, ATP luminescence; higher % means a stronger effect. cellular ATP content (survival), % at 20 µM; hits with a dose series show EC50 in µM. 190,000 tested, under 10 active;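 active means EC50 below 50 µM in the dose-response confirmation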;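 further: death triggered by thapsigargin at about 15 µM added after 2 h compound pretreatment; cell ATP read after overnight thapsigargin exposure of roughly 18 to 22 hours; normalized against plate controls of thapsigargin alone and 5% DMSO vehicle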
Myeloid diff 2 GFP+ MAC1+ %: also measured in Myeloid diff 2; calls as there; GFP+ MAC1+ double positive, %; measured here: differentiation confirmed by MAC1 staining
Numbers without * were called inactive; i = inactive; ? = inconclusive; / = no result given. Unless noted, no stated cut-off is given here; in the data, active means inhibition above about 50%; inactive means the rest.

SMILES	human PMI inhibition	TNAP activation fold	Myeloid diff 2	Myeloid diff 2 GFP+ MAC1+ %	LYP phosphatase	PMI inhibition	P. falciparum M1AAP	XIAP antagonists	M17LAP inhibition	CSM14.1 death rescue
Cc1nc(NCC2CCCO2)c2nnn(Cc3ccccc3Cl)c2n1 (stereo not drawn)	-2%	1.1	i	10	-10%	-1%	2%	0.5%	7%	1.2%
O=C(Nc1cc(C(F)(F)F)ccc1N1CCOCC1)c1cccnc1	13%	1.1	i	1.9	0%	11%	-1%	-3.3%	10%	-3.0%
Cc1ccc(-c2c[n+](CC(=O)Nc3ccccc3C)c3n2CCC3)cc1	/	/	i	1.0	-11%	/	-6%	/	-5%	/
CC(=O)Nc1ccccc1NS(=O)(=O)c1cccc([N+](=O)[O-])c1	13%	1	i	0.9	-7%	12%	3%	-3.5%	9%	-0.7%
COc1ccc(NS(=O)(=O)c2cccs2)cn1	5%	1.2	i	0.9	-5%	16%	0%	-4.0%	3%	0.2%
O=C(C[n+]1ccccc1)N/N=C/c1ccco1	-5%	1.1	i	0.4	-3%	10%	2%	0.3%	-1%	0.1%
Cc1ccccc1S(=O)(=O)Cc1ccc(C(=O)NCc2ccc(F)cc2)o1	-1%	1	i	0.1	-4%	3%	2%	-6.5%	-1%	-0.6%
Cc1nc2ccc(S(=O)(=O)NC(C(=O)N3CCCC3)C(C)C)cc2s1 (stereo not drawn)	-12%	1	i	0.9	0%	-14%	1%	-14%	-8%	-0.5%
Cn1c(C(=O)N2CCN(C(=O)c3ccco3)CC2)cc2c(=O)n3ccccc3nc21	10%	1.1	i	1.9	-23%	3%	?	-1.9%	i	/
COc1ccc(C(=O)NC(=S)Nc2ccc(Cl)c(C(=O)O)c2)cc1	0%	1	i	0.0	-5%	-4%	6%	-6.3%	33%	0.1%
O=C(c1cccs1)N(Cc1nc2sc3c(c2c(=O)[nH]1)CCCC3)C1CCCC1	18%	1.1	i	1.0	3%	14%	3%	-4.1%	0%	-2.9%
O=C(N/N=C/c1c(-c2ccccc2)[nH]c2ccccc12)c1cccnc1	14%	1.1	?	/	0%	6%	6%	-2.7%	-3%	-1.7%
COc1cc2ccccc2cc1C(=O)NC(=S)Nc1cc(C(=O)O)ccc1C	-2%	1	i	0.3	3%	-3%	-1%	-0.4%	11%	-1.4%
CCS(=O)(=O)N1CCCC(C(=O)NCCCOC(C)C)C1 (stereo not drawn)	10%	1.1	i	0.8	-14%	12%	2%	-6.3%	-4%	-1.5%
CCOc1ccc2c(O)csc2c1	17%	1.2	i	0.6	-2%	9%	20%	-4.1%	-27%	/
Oc1csc(Cc2nc(-c3ccc4ccccc4c3)cs2)n1	-3%	1.1	i	1.5	-8%	9%	6%	-2.0%	8%	-0.9%
CC1CCCN(C(=O)C(C)Sc2nc(-c3ccccc3)cc(C(F)(F)F)n2)C1 (stereo not drawn)	10%	1.1	i	0.4	0%	7%	1%	0.0%	-9%	0.6%
CC1(C)OC(=O)C(=CNCCc2ccc(O)cc2)C(=O)O1	-3%	1.2	i	0.1	-3%	-1%	3%	-4.5%	-4%	-0.5%
CC(=O)c1cccc(NC(=O)Cc2coc3cc4c(cc23)CCC4)c1	7%	0.9	i	0.9	2%	-3%	2%	-7.4%	3%	-2.7%
Cc1nc2c3ccccc3n(CC(=O)c3ccc(F)cc3)c(=O)n2n1	-6%	1	i	1.7	7%	-8%	-13%	-3.6%	-7%	1.2%
COC(CC(=O)NNC(=S)Nc1ccccc1)OC	-6%	2.1	i	1.1	-4%	-4%	-3%	-4.8%	2%	-1.2%
COc1cc(/C=N/Nc2nncn2/N=C/c2ccc(O)c(OC)c2)ccc1O	-12%	1	i	0.1	0%	15%	5%	-3.3%	17%	-2.1%
O=C(c1ccc(Cl)c(S(=O)(=O)N2CCOCC2)c1)N(c1ccccn1)C1CCCCC1	-10%	1.1	i	0.5	-13%	-8%	-2%	-1.5%	0%	0.1%
CC(C)(C)c1ccc(C(=O)Nc2ccc(CN3CCS(=O)(=O)CC3)cc2)cc1	/	/	i	0.7	-9%	/	4%	/	0%	/
Cc1noc(C)c1S(=O)(=O)Nc1ccc(O)c2c(=O)cc(-c3ccccc3Cl)oc12	/	/	i	2.6	-3%	/	10%	/	1%	/

Next section
SMILES	human PMI inhibition	TNAP activation fold	Myeloid diff 2	Myeloid diff 2 GFP+ MAC1+ %	LYP phosphatase	PMI inhibition	P. falciparum M1AAP	XIAP antagonists	M17LAP inhibition	CSM14.1 death rescue
COc1ccc(C(C(=O)NCc2ccccc2)N(Cc2cccs2)C(=O)c2cnccn2)cc1 (stereo not drawn)	9%	1.1	i	2.1	-10%	11%	1%	-3.6%	2%	-1.2%
Clc1ccc(OCc2nn3c(-c4ccncc4)nnc3s2)cc1	7%	1.1	i	1.2	-9%	6%	2%	-4.3%	-8%	-1.3%
O=C(Nc1cccc(F)c1)c1cc(S(=O)(=O)NCCC2=CCCCC2)ccc1F	11%	1.2	i	1.3	-1%	3%	6%	-5.2%	11%	-1.2%
NC(=O)C1CCN(C(=O)c2ccc(NC3=NC4CS(=O)(=O)CC4S3)cc2)CC1 (stereo not drawn)	-7%	1.2	i	5.6	-6%	-8%	5%	-0.6%	-2%	0.1%
O=C(CSc1nnc(CNc2ccc(Cl)cc2)n1Cc1ccccc1)NCc1ccco1	15%	1	i	1.0	3%	18%	8%	-21%	10%	-3.7%
N/C(=N\OC(=O)/C=C/c1ccccc1Cl)c1cccnc1	/	/	i	0.9	-5%	/	4%	/	6%	/
O=C1C2=C(Nc3ccccc3SC2c2ccco2)c2ccccc21 (stereo not drawn)	26%	0.9	i	1.8	1%	28%	-2%	-5.3%	10%	-1.7%
COc1ccc(N2CCN(CC(=O)N3CCC(C)CC3)CC2)cc1	-5%	1.1	i	0.5	-10%	5%	24%*	-3.3%	16%	-3.2%
C=CCS/C(=N\n1cnc2ccccc2c1=O)N(CC)CC	-2%	0.7	i	0.8	2%	5%	-1%	-4.1%	5%	-0.3%
COC(=O)CC1COc2ccccc2N1C(=O)c1ccc(Cl)cc1 (stereo not drawn)	2%	1	i	2.5	-1%	2%	-1%	-4.9%	10%	4.3%
CCc1ccc(-c2csc(NC(=O)COC(=O)CCc3nc4ccccc4s3)n2)cc1	2%	1.1	/	/	-4%	-6%	8%	-5.5%	15%	-2.7%
O=[N+]([O-])c1ccc(-c2ncc(-c3ccc(Br)cc3)o2)cc1	/	/	i	0.4	-3%	/	1%	/	0%	/
O=C(Nc1ncc(Cc2ccc(C(F)(F)F)cc2)s1)c1ccc(-c2cccc([N+](=O)[O-])c2)o1	17%	1	i	0.2	2%	11%	-2%	-4.9%	6%	5.4%
Cn1c(=O)n(C)c2cc(NC(=O)CCl)ccc21	14%	1.1	i	1.1	-11%	20%	-1%	-10%	-8%	0.6%
Cc1ccc(C(=O)c2c[nH]c(C(=O)NCc3cccnc3)c2)cc1	6%	1.1	i	0.8	-5%	12%	-3%	-7.2%	-8%	-0.9%
O=C(NCc1ccco1)c1ccccc1NS(=O)(=O)c1ccc(Cl)s1	-12%	1.1	i	0.5	-3%	-27%	16%	-7.6%	22%	-0.2%
Cc1ccc(-c2nn3c(C)nnc3s2)cc1NC(=O)C(C)C	6%	1.2	i	1.5	-3%	0%	13%	3.0%	-1%	-0.9%
COc1ccc(CCNC(=O)CN(C)S(=O)(=O)c2cccs2)cc1OC	10%	1	i	0.8	-8%	7%	4%	-4.1%	-6%	3.4%
Cc1ccc(NC(=O)CSc2nnc(C3COc4ccccc4O3)o2)c(Cl)c1 (stereo not drawn)	-1%	1.4	i	0.5	-3%	-2%	1%	-1.6%	4%	-1.0%
CCOc1ccc2nc(NC3=NC(c4ccc(OC)cc4)CC(=O)N3)nc(C)c2c1 (stereo not drawn)	5%	1.2	/	/	-36%	-8%	-1%	-11%	7%	-1.8%
C=CCN1C(=O)C(Cc2ccc(OC)cc2)SC1=Nc1ccc(C(=O)O)cc1 (stereo not drawn)	7%	1	i	0.0	0%	3%	6%	-6.9%	4%	0.5%
C=CCN(CC(=O)NCc1ccc(OC)cc1)C(=O)c1csnn1	2%	1.1	i	1.4	-7%	3%	3%	-6.3%	3%	2.8%
Cc1ccc2c(N)[nH]nc2n1	4%	1	i	0.2	-6%	-2%	/	-7.8%	/	-1.0%
CCNc1nnc(-c2ccc(C)cc2)o1	-8%	1	i	0.6	1%	0%	-5%	-4.5%	3%	-0.5%
COc1ccc(/C=N/N2CCOCC2)cc1Cn1cc([N+](=O)[O-])cn1	/	/	i	0.7	-2%	/	9%	/	7%	/
O=C(/C=C/c1c(Cl)cccc1Cl)n1cccn1	-3%	1.1	i	0.9	2%	-2%	5%	-8.4%	5%	0.2%
CC(NC(=O)Cc1ccc(F)cc1)c1ccccc1 (stereo not drawn)	-5%	1.1	i	0.0	-4%	-4%	5%	-3.0%	3%	0.9%
O=C(O)Cn1cc(/C=C/[N+](=O)[O-])c2ccccc21	-12%	0.8	i	0.5	2%	23%	18%	-6.2%	40%	0.1%

Taken from above:
`O=C(Nc1cccc(F)c1)c1cc(S(=O)(=O)NCCC2=CCCCC2)ccc1F` @ PMI inhibition: 3%
`Oc1csc(Cc2nc(-c3ccc4ccccc4c3)cs2)n1` @ Myeloid diff 2 GFP+ MAC1+ %: 1.5

Molecules listed so far with fluorine (seven):
SMILES	human PMI inhibition	TNAP activation fold	Myeloid diff 2	Myeloid diff 2 GFP+ MAC1+ %	LYP phosphatase	PMI inhibition	P. falciparum M1AAP	XIAP antagonists	M17LAP inhibition	CSM14.1 death rescue
O=C(Nc1cc(C(F)(F)F)ccc1N1CCOCC1)c1cccnc1	13%	1.1	i	1.9	0%	11%	-1%	-3.3%	10%	-3.0%
Cc1ccccc1S(=O)(=O)Cc1ccc(C(=O)NCc2ccc(F)cc2)o1	-1%	1	i	0.1	-4%	3%	2%	-6.5%	-1%	-0.6%
CC1CCCN(C(=O)C(C)Sc2nc(-c3ccccc3)cc(C(F)(F)F)n2)C1 (stereo not drawn)	10%	1.1	i	0.4	0%	7%	1%	0.0%	-9%	0.6%
Cc1nc2c3ccccc3n(CC(=O)c3ccc(F)cc3)c(=O)n2n1	-6%	1	i	1.7	7%	-8%	-13%	-3.6%	-7%	1.2%
O=C(Nc1cccc(F)c1)c1cc(S(=O)(=O)NCCC2=CCCCC2)ccc1F	11%	1.2	i	1.3	-1%	3%	6%	-5.2%	11%	-1.2%
O=C(Nc1ncc(Cc2ccc(C(F)(F)F)cc2)s1)c1ccc(-c2cccc([N+](=O)[O-])c2)o1	17%	1	i	0.2	2%	11%	-2%	-4.9%	6%	5.4%
CC(NC(=O)Cc1ccc(F)cc1)c1ccccc1 (stereo not drawn)	-5%	1.1	i	0.0	-4%	-4%	5%	-3.0%	3%	0.9%

From PubChem BioAssay
